Assay outcomes from PubChem.
PME-1 inh: blocks human protein phosphatase methylesterase 1; actives 0.53% (n = 320,000); Q9Y570; recombinant PME-1, FP-Rh probe fluorescence polarization; AID 2130; inhibition, % at 5.9 µM;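 active = inhibition above the campaign mean of all compounds plus 3 SD, cut at about 26% in these data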;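 also: competitive labeling of PME-1 active site by serine hydrolase directed probe; 0% = PME-1 with DMSO and 100% = wells lacking PME-1 enzyme; inhibitors block probe labeling so polarization falls and inhibition rises; many of its hits are not listed in these tables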
Target sequence (Q9Y570 whole entry, looked up): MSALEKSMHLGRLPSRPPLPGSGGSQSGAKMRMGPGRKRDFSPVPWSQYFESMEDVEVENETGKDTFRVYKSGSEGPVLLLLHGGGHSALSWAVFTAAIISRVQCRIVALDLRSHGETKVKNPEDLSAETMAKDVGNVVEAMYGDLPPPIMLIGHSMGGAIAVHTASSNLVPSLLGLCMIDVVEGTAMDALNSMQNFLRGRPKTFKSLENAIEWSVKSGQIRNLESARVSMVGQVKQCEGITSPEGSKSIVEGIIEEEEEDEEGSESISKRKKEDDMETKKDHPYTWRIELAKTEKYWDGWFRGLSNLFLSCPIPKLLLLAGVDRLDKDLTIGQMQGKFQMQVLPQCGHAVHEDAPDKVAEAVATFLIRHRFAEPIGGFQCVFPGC
GSTO1 counter: blocks human GSTO1 in RBBP9 counter-screen; inhibition, % at 5.96 µM; AID 1974; actives 1.1% (n = 300,000); recombinant GSTO1, activity-based probe fluorescence polarization; P78417;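 active = inhibition above the campaign mean inhibition plus 3 SD, cut at about 35% in these data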;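 also: 0% = GSTO1-1 with DMSO and 100% = wells lacking GSTO1-1 enzyme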
PAD4 inh: inhibitors of human PAD4. Q9UM07. recombinant PAD4, RCA probe fluorescence polarization. inhibition, % at 6.36 µM. actives 0.41% (n = 330,000);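 active = percent inhibition above a cutoff equal to the mean of all tested compounds plus 3 SD, cut at about 15% in these data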;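 also: 0% = PAD4 with RCA probe and DMSO and 100% = probe without PAD4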
LYPLA1 inh: LYPLA1 (human) inhibition in PME1 counter-screen | O75608 | recombinant LYPLA1, FP-Rh probe fluorescence polarization | inhibition, % at 5.9 µM | actives 0.16% (n = 320,000);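 active = inhibition above the mean of all tested compounds plus 3 SD, set per campaign, cut at about 14% in these data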;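 also: inhibitors block serine hydrolase probe labeling of LYPLA1 so polarization falls; 0% = enzyme with DMSO and 100% = wells lacking LYPLA1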
Target sequence (O75608 whole entry, looked up): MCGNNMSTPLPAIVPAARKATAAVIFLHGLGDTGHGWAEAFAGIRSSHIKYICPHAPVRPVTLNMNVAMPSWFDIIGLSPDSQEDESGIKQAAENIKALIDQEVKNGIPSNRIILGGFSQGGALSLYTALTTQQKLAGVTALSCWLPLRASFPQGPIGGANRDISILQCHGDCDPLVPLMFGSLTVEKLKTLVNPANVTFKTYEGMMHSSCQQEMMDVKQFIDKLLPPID
PREPL inhibitor: inhibits the human prolyl oligopeptidase-like enzyme | Q4J6C6 | recombinant PREPL, fluorescence polarization activity-based probe | inhibition, % at 5.96 µM | actives 0.68% (n = 320,000); in the data active = inhibition above about 43%;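 also: 0% = enzyme with DMSO and 100% = wells lacking enzyme; many of its hits are not listed in these tables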
pPAFAH inh: pPAFAH (human) enzyme inhibition. Q13093. recombinant pPAFAH, FP-rhodamine probe fluorescence polarization. inhibition, % at 3.39 µM. actives 1.5% (n = 330,000). AID 463082;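 active = inhibition above the mean inhibition across the screen plus 3 SD, cut at about 25% in these data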;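 also: inhibitors block binding of the rhodamine activity-based probe so polarization drops; 0% = enzyme with DMSO and 100% = wells lacking pPAFAH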
Target sequence (Q13093 whole entry, looked up): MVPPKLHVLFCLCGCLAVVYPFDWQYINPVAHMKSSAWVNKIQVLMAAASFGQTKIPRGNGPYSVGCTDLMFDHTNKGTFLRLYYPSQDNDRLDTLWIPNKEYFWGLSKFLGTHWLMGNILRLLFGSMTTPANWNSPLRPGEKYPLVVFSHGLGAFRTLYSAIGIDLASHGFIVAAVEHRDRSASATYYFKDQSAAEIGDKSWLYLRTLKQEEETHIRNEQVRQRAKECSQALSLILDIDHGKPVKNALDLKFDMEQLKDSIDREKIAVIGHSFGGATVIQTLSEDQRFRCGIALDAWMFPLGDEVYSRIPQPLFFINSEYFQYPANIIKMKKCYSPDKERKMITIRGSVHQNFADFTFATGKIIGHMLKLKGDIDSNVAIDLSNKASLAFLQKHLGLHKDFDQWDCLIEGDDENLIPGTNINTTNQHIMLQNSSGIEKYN
PAFAH1B3 FP inh: blocks human PAF acetylhydrolase 1B catalytic subunit 3 | recombinant PAFAH1B3, FP-rhodamine probe, fluorescence polarization | Q15102 | inhibition, % at 3.39 µM | actives 0.28% (n = 340,000);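 active = inhibition above the screen-wide average of all tested compounds plus 3 SD, cut at about 25% in these data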;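 also: 0% = enzyme with DMSO only and 100% = wells lacking PAFAH1B3 protein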
PAFAH1B2 FP inh: PAFAH1B2 (human) inhibition | recombinant PAFAH1B2, FP-rhodamine activity probe, fluorescence polarization | inhibition, % at 3.39 µM | AID 492953 | actives 1.2% (n = 340,000);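 active = inhibition above the mean of all tested compounds plus 3 SD, cut at about 24% in these data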;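 also: 0% = enzyme with DMSO and 100% = wells lacking PAFAH1B2; many of its hits are not listed in these tables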
LYPLA2 inh: counter-screen for PME1 inhibitors: inhibitors of human LYPLA2 | recombinant LYPLA2, FP-Rh probe fluorescence polarization | inhibition, % at 5.9 µM | actives 0.38% (n = 320,000);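 active = inhibition above the screen-wide mean plus 3 SD, limit set per campaign, cut at about 26% in these data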;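 also: 0% = LYPLA2 with DMSO and 100% = wells lacking LYPLA2 enzyme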
* hit, by the source's call; . = no result given. Only part of the results is shown. The share of hits here may be higher or lower than overall.

SMILES | PME-1 inh | GSTO1 counter | PAD4 inh | LYPLA1 inh | PREPL inhibitor | pPAFAH inh | PAFAH1B3 FP inh | PAFAH1B2 FP inh | LYPLA2 inh
NC(=O)c1cc(-c2ccccc2)sc1NC(=O)Cc1ccc(S(=O)(=O)N2CCOCC2)s1 | 12 | 3 | -5 | -3 | 23 | 18 | -2 | -1 | 8
Cc1cc(C(=O)NCc2ccco2)sc1C | 1 | . | 0 | -3 | 13 | 2 | 9 | 6 | -6
CC(C)C(OC(=O)CN1C(=O)c2ccccc2C1=O)C(=O)NC1CCCCC1 (configuration not stated) | 3 | 1 | -5 | -2 | 0 | -4 | 0 | -2 | -5
CCOC(=O)c1c(NC(=O)CSc2nnc(-c3ccccc3)o2)sc(C(C)=O)c1C | 6 | 4 | 3 | -1 | 1 | -1 | 0 | 0 | -1
COc1cc(S(=O)(=O)Nc2cccnc2)ccc1F | -2 | 4 | -3 | -2 | 9 | 0 | 5 | -7 | 1
Cc1ccc2oc(C(=O)NCc3ccc(S(N)(=O)=O)cc3)cc(=O)c2c1 | 2 | -7 | 2 | 0 | -7 | -5 | 1 | 2 | -5
Cc1nn(-c2ccccc2)nc1C(N)=O | 0 | -1 | 3 | 2 | 1 | -3 | 2 | 2 | 3
O=C(N/N=C/c1c(O)ccc2ccccc12)c1[nH]ncc1Br | 8 | -7 | -1 | -9 | 13 | 18 | 20 | 6 | -2
Cc1nc(C(N)=O)nc2ccccc12 | 2 | 2 | 7 | 4 | 21 | 0 | 12 | 3 | 5
COc1ccc(Br)c(C(=O)OCC(=O)NC(=O)NC2CCCC2)c1 | . | . | -3 | . | 29 | 4 | 16 | 12 | .
CCOC(=O)c1c(C)[nH]c(C)c1C(=O)CSc1nnc(-c2ccncc2)n1Cc1ccccc1 | 1 | 3 | 10 | 0 | 1 | 0 | -1 | 2 | 3
O=C(NCCCn1ccnc1)c1nn2c(C(F)(F)F)cc(-c3ccc(Br)cc3)nc2c1Cl | -4 | -1 | 1 | -5 | -4 | 6 | -2 | -3 | 5
CSc1nc(-c2ccc(Cl)cc2)c(C#N)c(=O)[nH]1 | 2 | -4 | -1 | 1 | 8 | 5 | 3 | 22 | 3
Nc1ccc(NC(=O)c2cccs2)cc1 | 1 | 3 | -1 | -3 | 10 | -3 | 6 | 0 | -3
O=C(NCc1ccccc1)c1cccc(COc2ccccc2Cl)c1 | -23 | -11 | -6 | -19 | -3 | -2 | 1 | 0 | -31
Cc1cccc2cc3c(NC(=O)c4ccccn4)nn(C)c3nc12 | -3 | -3 | -2 | -2 | 8 | 10 | -5 | -6 | -2
Cc1ccc(C2CC(=O)C=C(NCC(C)C)C2)cc1 (configuration not stated) | 0 | 2 | -3 | 0 | -1 | 4 | 9 | 6 | 12
Cc1ccc(NC(=O)/C(Cl)=C\c2ccccc2)cc1 | -5 | 3 | 0 | -5 | -12 | 1 | -3 | -3 | -4
CC(NC(=O)C1CCC(CNC(=O)[C@@H]2Cc3ccccc3CN2)CC1)c1ccccc1 (some centres not stated) | -1 | 10 | -3 | 0 | -18 | 2 | 7 | 6 | 7
CC(=O)Nc1ccc(OCC(O)CNC(C)C)cc1 (configuration not stated) | -3 | -10 | 0 | 0 | -2 | 5 | 1 | 5 | 1

Part of the list above, in CSV form.
canonical_smiles,PME-1 inh,GSTO1 counter,PAD4 inh,LYPLA1 inh,PREPL inhibitor,pPAFAH inh,PAFAH1B3 FP inh,PAFAH1B2 FP inh,LYPLA2 inh
O=C(NCc1ccccc1)c1cccc(COc2ccccc2Cl)c1,-23,-11,-6,-19,-3,-2,1,0,-31
Cc1cccc2cc3c(NC(=O)c4ccccn4)nn(C)c3nc12,-3,-3,-2,-2,8,10,-5,-6,-2

(list continues)
SMILES | PME-1 inh | GSTO1 counter | PAD4 inh | LYPLA1 inh | PREPL inhibitor | pPAFAH inh | PAFAH1B3 FP inh | PAFAH1B2 FP inh | LYPLA2 inh
CC(=O)c1ccc(NC(=O)CN2c3cccc4cccc(c34)S2(=O)=O)cc1 | . | . | 1 | . | 0 | 4 | 4 | 7 | .
O=S(=O)(c1ccc2c(c1)CCCN2)N1CCCCC1 | -1 | . | -9 | -2 | 4 | 0 | 3 | 4 | -1
CCN(C[C@H]1N[C@@](CC)(C(=O)OC)[C@H]2C(=O)N(C)C(=O)[C@@H]12)C(=O)c1ccc(F)cc1 | . | . | -5 | . | 6 | -1 | 2 | 5 | .
CONC(=O)c1cc(OCC(F)(F)F)ccc1OCC(F)(F)F | -7 | 0 | 2 | 0 | -17 | -1 | 6 | -1 | -2
Fc1ccc(N2CCN(c3nc(-c4ccco4)cc(C(F)(F)F)n3)CC2)cc1 | -3 | 1 | -5 | 6 | -8 | 4 | -2 | 0 | -2
CN1CCCN(C(=O)c2c(F)cccc2Cl)CC1 | -5 | -1 | -2 | 2 | -1 | 2 | -4 | 4 | -2
CCOC(=O)c1nn(-c2ccccc2)c(=O)c(C#N)c1C | -2 | 7 | -4 | 0 | 19 | -2 | 0 | -1 | -1
CCOC(=O)C(=CNc1ccc(OC)cc1[N+](=O)[O-])C(=O)OCC | 2 | 0 | 1 | 4 | 5 | 7 | 2 | 2 | 5
CCc1ccc(NC(=O)C2CCN(S(=O)(=O)c3ccc4c(c3)NC(=O)C(C)S4)CC2)cc1 (configuration not stated) | -18 | -3 | -7 | -16 | 14 | -9 | 2 | -2 | -31
CC/C(=N/NC(=O)c1ccc(Br)cc1)c1ccc(OCCN2CCOCC2)cc1 | 4 | -2 | -2 | -1 | 19 | 1 | 7 | 5 | 11
O=C(Nc1cc(C(=O)N2CCOCC2)ccc1N1CCCC1)c1cccs1 | -4 | 0 | -2 | 3 | -1 | 2 | 3 | -5 | 1
Cc1ccccc1C(=O)N1CCC(C(=O)Nc2cccc(S(=O)(=O)N3CCCCC3)c2)CC1 | 9 | . | 0 | -2 | -2 | -1 | 5 | -1 | -3
Cc1cccc(OCCCC(=O)NCCc2ccccc2)c1 | -5 | 1 | 2 | -3 | -14 | 2 | 11 | 4 | 1
COc1ccc(C(C[N+](=O)[O-])c2c(C)[nH]c3ccccc23)cc1OC (configuration not stated) | 8 | 3 | 0 | -2 | 5 | 9 | 9 | -3 | -2
CC(=O)c1ccc(N2CCN(C(=O)C3CCC3)CC2)cc1 | 2 | -5 | 2 | 2 | 16 | -1 | 8 | 5 | 3
CCOC(=O)C(C)n1cnc2sc3c(c2c1=O)CCC3 (configuration not stated) | -2 | 0 | -2 | -3 | 7 | 8 | 0 | 3 | 1
CCNc1nn2ccccc2c1/C=C(\C#N)C(=O)OCC | 24 | 11 | 3 | 1 | 12 | 4 | 8 | -2 | 2
CCC(=O)NCc1csc(-c2cccs2)n1 | -10 | 3 | -5 | 2 | 1 | -5 | 5 | 1 | -2
Cc1ccc(NC(=O)c2nccnc2C(=O)O)cc1C | 1 | 3 | 1 | 0 | 1 | 3 | 1 | 5 | 8
CCN(CC)C(=O)Cc1cn(C)c2ccccc12 | 0 | 4 | 2 | -1 | -13 | 0 | 6 | 0 | 1
NCC12CC3CC(C1)CC(c1ccc(Br)cc1)(C3)C2 | -12 | 2 | 2 | 3 | -121 | 1 | 11 | 0 | 9
CC1CC(C)CN(c2ncnc3c2cnn3C)C1 (configuration not stated) | -2 | 3 | -1 | 2 | -11 | 2 | 4 | 5 | 3
CCS(=O)(=O)NCc1cn2ccsc2n1 | 0 | 5 | -4 | 0 | -2 | 0 | 5 | 8 | 3
O=C(COc1ccccc1F)NNC(=O)c1ccc(N2CCCCC2)c([N+](=O)[O-])c1 | 1 | 3 | -2 | 0 | 1 | 0 | 6 | 3 | 1
CCOC(=O)C(=CNc1cccc(C)c1C)C(=O)OCC | 3 | -5 | -1 | 4 | 8 | 10 | 5 | 2 | 5
Cc1ccc(S(=O)(=O)CCC(=O)OCC(=O)Nc2cc(F)ccc2C)cc1 | 2 | 5 | 3 | 1 | 21 | 10 | 11 | 3 | 9
CCCCNC(=O)c1cc(-c2ccc(F)cc2)on1 | -10 | 6 | 1 | -1 | 6 | 1 | 5 | -1 | -3
CN(C)S(=O)(=O)c1ccc2c(c1)/C(=C/c1cc3c([nH]1)CCCC3)C(=O)N2 | -47 | -48 | -64 | -43 | -28 | -6 | -108 | -78 | -79
CC(=O)N(CCS(=O)(=O)c1ccc(Cl)cc1)Cc1cccs1 | -7 | 1 | 3 | -2 | 3 | 1 | 5 | 5 | 0
CC(=C/c1ccccc1)/C=N/n1c(-c2ccncc2)n[nH]c1=S | 3 | -5 | 6 | 1 | 7 | 5 | 3 | 8 | -2
CC(C)c1nnc(NC(=O)CSc2nc3ccccc3[nH]2)s1 | -7 | 26 | 2 | -3 | 9 | 4 | 3 | 5 | 0
Clc1ccc(OCc2nnc(-c3ccccc3Br)o2)cc1 | -5 | -5 | 0 | -4 | -5 | 11 | 2 | 21 | -3
CC(=O)c1cccc(NC(=O)COc2ccc(S(=O)(=O)N3CCOCC3)cc2)c1 | 8 | -5 | 2 | -2 | 1 | 5 | 3 | -1 | 0
COC(=O)c1ccc(N2CCOCC2)c(NC(=O)c2ccc(Br)o2)c1 | -10 | 4 | 1 | 1 | -4 | 1 | 6 | -1 | -2
O=C(/C=C/c1cccs1)Nc1nccs1 | 0 | -6 | -2 | 0 | -9 | -4 | 8 | 6 | 5
O=[N+]([O-])c1ccccc1OCCCNCc1ccccc1 | 2 | 12 | 2 | 3 | 16 | -3 | 3 | 3 | 2
CN(CC(=O)Nc1ccc(Cl)c(Cl)c1)C(=O)CNC(=O)Cc1ccccc1 | -6 | . | -1 | 1 | -7 | 3 | 11 | -6 | -1
COc1cccc(N2CCN(S(=O)(=O)c3ccc(-c4cnc(C5CC5)o4)cc3)CC2)c1 | -2 | 0 | -9 | 3 | -10 | 5 | 0 | 0 | 2
CCOC(=O)Nc1sc(C(=O)N(C)C)c(C)c1C(=O)OCC | 4 | -9 | 4 | 4 | 3 | 0 | 2 | -2 | 5
COc1ccc(S(=O)(=O)NCC(c2ccco2)N2CCOCC2)cc1 (configuration not stated) | 4 | 9 | 4 | -1 | 6 | -1 | 6 | -1 | 3
CCSc1nnc(NC(=O)c2ccc(C)o2)s1 | -10 | -1 | 4 | 1 | 13 | 2 | 2 | 0 | -2
O=C(NCCSc1c[nH]c2ccccc12)c1c(F)cccc1F | -1 | 1 | 0 | 0 | -5 | 20 | 8 | 3 | 4
O=C(COC(=O)c1ccccc1)NCCC1=CCCCC1 | 4 | -5 | 2 | -4 | 3 | 9 | 0 | 2 | 3
Cc1ccc(OCC(=O)NC2CCCCCC2)cc1C | -4 | 1 | 2 | 1 | 15 | 9 | 5 | 2 | 5
O=C(COC(=O)c1ccc(Cl)nc1)NCCC1=CCCCC1 | -4 | -5 | -4 | -1 | -4 | 7 | 3 | 2 | 6
Nc1nc(Cl)nc2ncn(Cc3ccccc3)c12 | -1 | 4 | -1 | -1 | 15 | -6 | 11 | 8 | 2
COc1cccc(N2C(=NC(=O)COc3ccccc3)SC3CS(=O)(=O)CC32)c1 (configuration not stated) | 0 | -1 | 2 | 0 | 0 | 21 | 5 | 7 | -1
COc1ccc(-n2c(=S)[nH]c3sc4c(c3c2=O)CCN(C)C4)cc1 | -4 | -15 | 8 | 0 | 18 | 0 | . | . | -4
CCOc1ccc(NC(=O)CN(C)C(=O)C(C)N2C(=O)c3ccccc3C2=O)cc1OCC (configuration not stated) | 2 | . | 1 | 3 | 12 | 0 | -1 | 2 | 2
